# Source: PubChem (National Center for Advancing Translational Sciences (NCATS))
# pAkt inh: HTS Assay for Inhibitors of Akt Phophorylation: Primary Screen. Neuro2A IGF-stimulated pAkt S473 HTRF, 20 min; stronger effect = lower value. activity change, % for hits at 50 µM. 0.32% of 360,000 active. AID 651550, 2012; in the data active means activity change below about -80%; inconclusive means mostly about -51% to -80%; further: on the % scale 0 is the no-effect control and ±100 the full control effect
#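 Neuro2A cells (4,500/well, DMEM with 0.5% FBS) were treated with compound at a single 50 µM final concentration, stimulated with 6 nM IGF for 20 min at 37 °C, and lysed. Phospho-Akt Ser473 was read by HTRF as 665/615 ratio ×10^4.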
# EPAC2 antagonist: qHTS for Antagonist of cAMP-regulated guanine nucleotide exchange factor 2 (EPAC2): primary screen. Potency, µM (doses to about 114 µM), for the others: top-dose activity, negative = inhibition, hits mostly inhibitors. EPAC2 GEF exchange of Rap1B-BODIPY-GDP, fluorescence. Rap guanine nucleotide exchange factor 4 (Homo sapiens), Q8WZA2. 0.18% of 360,000 active; further: potency means the concentration at half of the fitted maximal effect; on the % scale 0 is the no-effect control and ±100 the full control effect; nearly all actives have a fitted effect of over 45% in size; many of its hits are not listed in these tables
# Target sequence (Q8WZA2 whole entry, looked up): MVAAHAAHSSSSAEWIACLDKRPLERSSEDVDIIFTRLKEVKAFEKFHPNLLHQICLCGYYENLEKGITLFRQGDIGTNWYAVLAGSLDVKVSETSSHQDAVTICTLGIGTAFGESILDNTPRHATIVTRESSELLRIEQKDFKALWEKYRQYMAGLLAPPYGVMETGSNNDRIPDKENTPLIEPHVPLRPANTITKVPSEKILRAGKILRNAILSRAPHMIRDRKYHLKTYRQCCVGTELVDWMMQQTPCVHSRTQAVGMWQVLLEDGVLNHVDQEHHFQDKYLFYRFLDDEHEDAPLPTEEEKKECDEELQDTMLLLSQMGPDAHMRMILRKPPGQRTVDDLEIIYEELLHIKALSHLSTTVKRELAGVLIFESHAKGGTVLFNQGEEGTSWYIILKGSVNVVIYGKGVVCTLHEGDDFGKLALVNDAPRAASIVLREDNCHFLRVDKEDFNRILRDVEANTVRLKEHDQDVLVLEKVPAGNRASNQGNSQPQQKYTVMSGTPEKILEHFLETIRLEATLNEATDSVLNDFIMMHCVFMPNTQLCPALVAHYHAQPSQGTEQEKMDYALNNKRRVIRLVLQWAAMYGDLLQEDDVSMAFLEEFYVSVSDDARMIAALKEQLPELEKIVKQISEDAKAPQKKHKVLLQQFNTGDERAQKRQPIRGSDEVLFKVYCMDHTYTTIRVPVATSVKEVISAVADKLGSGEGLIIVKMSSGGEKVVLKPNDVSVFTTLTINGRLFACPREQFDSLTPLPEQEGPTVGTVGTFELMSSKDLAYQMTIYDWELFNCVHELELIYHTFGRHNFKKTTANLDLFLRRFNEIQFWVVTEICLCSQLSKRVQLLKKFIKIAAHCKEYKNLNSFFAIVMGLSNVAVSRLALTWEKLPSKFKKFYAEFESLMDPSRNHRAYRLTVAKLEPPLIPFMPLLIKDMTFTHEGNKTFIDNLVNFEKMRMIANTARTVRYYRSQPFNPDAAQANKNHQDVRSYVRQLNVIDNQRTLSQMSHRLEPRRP
# CCT modulator: High-Throughput Screening for Modulators of Cytosolic Chaperonin Activity | purified chaperonin ATPase assay, HTRF ADP detection, 30 min | 0.3% of 360,000 active | activity change, % (no concentration beside the values), hits read low | AID 651819, 2012; in the data active means activity change below about -30%; further: on the % scale 0 is the no-effect control and ±100 the full control effect
#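 Enzyme 40 or 20 nM (batch-dependent) in Tris pH 7.4/KCl/MgCl2/DTT; cpd 76 uM single point; ATP 10 uM; 30 min 37 °C; Transcreener ADP HTRF detection, 30 min RT; ratio 665/615.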
# D3 antag: qHTS of D3 Dopamine Receptor Antagonist: qHTS; D3R cells, DiscoveRx beta-arrestin luminescence, antagonist mode; stronger effect = lower value; max response, negative = inhibition, %; 2.5% of 360,000 active; in the data active means max response below about -50%; inconclusive means no clear call, values can overlap the other calls; further: on the % scale 0 is the no-effect control and ±100 the full control effect; mostly tested at two doses, the higher about 12 µM
#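 Cells expressing the human receptor were seeded at 1500 cells/well, incubated overnight at 37 degrees C in 5% CO2, then exposed to library compounds with dopamine controls for 90 minutes at 37 degrees C before luminescent detection.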
# Mm-Cpn inhibitor: Inhibitors of TCP-1 ring complex (TRiC) of Methanococcus maripaludis (MmCpn): qHTS; Potency, µM (doses to about 76.9 µM), inactives show at the highest dose activity, negative = inhibition, hits mostly inhibitors; 0.031% of 330,000 active; Chaperonin Mm-Cpn (Methanococcus maripaludis); AID 504842, 2011; purified Mm-Cpn ATPase, ADP Transcreener TR-FRET; further: potency means the concentration at half of the fitted maximal effect; on the % scale 0 is the no-effect control and ±100 the full control effect; nearly all actives have a fitted effect of over 80% in size
#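 Eu-cryptate anti-ADP/ADP-d2 competition gives a ratio inversely related to ADP. Enzyme at 25 nM was pre-exposed to compound for 10 min, then given 10 uM ATP for 30 min, 37°C throughout.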
# D3 ag: qHTS of D3 Dopamine Receptor Agonist: qHTS. D(3) dopamine receptor (Homo sapiens), P35462. D3R DiscoveRx beta-arrestin cells, luminescence, 90 min. max activation, %. 0.58% of 410,000 active. AID 652048, 2013; in the data active means max activation above about 30%; further: 0% is about no effect; mostly tested at two doses, the higher about 12 µM
#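 Agonist-mode cell screen: cells plated at 1500/well and incubated overnight at 37 °C, then exposed to library compounds for 90 min at 37 °C. Detection reagent was added for 30–60 min at room temperature, and luminescence was read.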
# PTHR1 ag: qHTS for PTHR1 Agonists: Primary Screen; Parathyroid hormone/parathyroid hormone-related peptide receptor (Homo sapiens), Q03431; HEK293 GP2 PTHR1 cells, GloSensor cAMP luminescence, 1 h; Potency, µM (top dose mostly 115 µM), for the others: at the highest dose activation, actives largely listed as activators; 0.075% of 410,000 active; AID 743266, 2014; further: potency means the concentration at half of the fitted maximal effect; nearly all actives have a fitted effect of over 55% in size; some results filed as inactive show a strong effect at the top dose; inactives centre near -15; many of its hits are not listed in these tables
#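 HEK-293-derived GP2 cells expressing PTHR1 and a GloSensor cAMP reporter, 3,000/well, plated overnight, given luciferin plus IBMX (each 0.5 mM as added) for 1 h at 37 °C, then compound for 1 h at 37 °C. Luminescence was read after 15 min at room temperature.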
# EPAC2 ag: qHTS for Agonist of cAMP-regulated guanine nucleotide exchange factor 4 (EPAC2): primary screen; Potency, µM (top dose mostly 154 µM), for the others: at the highest dose activation, hits mostly activators; Rap guanine nucleotide exchange factor 4 (Homo sapiens), Q8WZA2; 0.079% of 360,000 active; AID 720711, 2013; EPAC2 activation, biochemical qHTS; response scale: 100% = 6.5 mM cAMP response; further: potency means the concentration at half of the fitted maximal effect; nearly all actives have a fitted effect of over 50% in size
#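 Compounds were titrated in qHTS against a Rap1B-BODIPY-GDP (250 nM) complex with EPAC2 (100 nM) and GDP (50 uM). BODIPY-GDP release tracked at 480/540 nm over 30 min at room temperature, normalized to 6.5 mM cAMP.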
# * marks the source's active call; other numbers are inactive results; i = inactive; ? = inconclusive; . = not tested or not shown; & = joins results of further samples; [ ] = remark or other dose. Unless noted, the call rests on the fitted dose curve; in most records, active means well fitted curve in the direction sought with a large enough effect; inconclusive means small, poorly fitted or top-dose-only effect, or another doubt; inactive means no such curve, though single readings can be large; an effect the other way counts as inactive or inconclusive. These rows are one share of the data; count on the stated rates, not on these rows.
SMILES,pAkt inh,EPAC2 antagonist,CCT modulator,D3 antag,Mm-Cpn inhibitor,D3 ag,PTHR1 ag,EPAC2 ag
CC1CC(C)CN(C(=O)c2ccc(CSc3nc4ccncc4[nH]3)cc2)C1 (stereo not drawn),i,-1%,-1.4,-8,2%,4,-88%[inhibitor],3%
Cc1ccc2c(c1)C1CC(C)(O2)N(c2cccc(C(=O)NCc3ccccn3)c2)C(=O)N1 (stereo not drawn),i,8%,0.5,-24,1%,1,-22%,1%
Cc1ccc(C2=N/C(=C\N3CCCCC3)C(=O)O2)cc1,i,-1%,-0.3,17,1%,13,-29%[57.5 µM],6%
CCOC(=O)CN1C(=O)C(CC)Oc2ccc(Cl)cc21 (stereo not drawn),i,-1%,-2.8,-20,-4%,-11,i,12%
Cc1nn(Cc2ccc(C(=O)N3N=C(C(F)F)CC3(O)C(F)F)cc2)c(C)c1[N+](=O)[O-] (stereo not drawn),i,-4%,-0.6,-16,1%,-9,-19%,1%
CC(C)OC(=O)CC12CN3CN(C1)CC(CC(=O)OC(C)C)(C3)C2=O,i,0%,0.7,-5,-11%,2,-6%,2%
CC(C)(C)C(=O)NCCc1nc(-c2ccccc2)no1,i,17%,-0.2,1,.,-16,-12%,9%
CCOc1ccccc1/C=C/C(=O)NCC(=O)N1CCC(N(C)C2CCCCC2C)CC1 (stereo not drawn),i,1%,-0.4,-30,-1%,-19,i,5%
COc1ccc(S(=O)(=O)NCCc2ccccc2)cc1,i,-12%,-0.9,2,0%,-5,22%,9%
O=C(Nc1ccc([N+](=O)[O-])cc1)Nc1ccc(OC(F)F)c(Cl)c1,i,1%,-1.1,3,-2%,-2,-41%[inhibitor],-5%
COc1ccc(C2CC(c3cccs3)=NN2S(C)(=O)=O)cc1 (stereo not drawn),i,-16%,-1.6,-20,1%,5,i,7%
CC(=O)NC(=S)Nc1ccc(NC(=O)COc2ccc(C(C)C)cc2)cc1,i,-8%,0.9,13,-2%,3,-10%,-7%
Cc1nn(C)cc1/C=N\NC(=O)c1ccc(Cn2cc(Cl)cn2)cc1,i,0%,-0.9,25,-4%,5,-23%,-13%
COC(=O)c1sccc1NC(=O)Nc1ccc(F)cc1F,i,-2%,-2.8,0,-6%,6,i,-4%
Cc1ccc(NC(=O)C2CCN(S(C)(=O)=O)CC2)cc1,i,8%,1.2,-10,2%,15,-12%[57.5 µM],-4%
Cc1cc(NC(=O)COC(=O)C2CCC(=O)N2)c([N+](=O)[O-])cc1C (stereo not drawn),i,13%,1.6,-12,-4%,-6,i,-1%
CCCCNS(=O)(=O)c1ccc2nc(-c3cccnc3)cc(C(=O)NC(C)C)c2c1,i,4%,1.7,26,-12%,5&1,-4%&-24%,-6%
CC(=O)Nc1cccc(OCc2ccc([N+](=O)[O-])cc2)c1,i,-2%,-1.0,0,.,-3,-16%,9%
COCCCNC(=S)N(Cc1ccccc1)Cc1nc2ccccc2c(=O)[nH]1,i,2%,-1.0,21,2%,5,i,8%
C=CCn1c(SCn2nnc3ccccc3c2=O)nc2scc(-c3cccs3)c2c1=O,i,-9%,0.5,?,1%,1,-24%[57.5 µM],8%
O=C(CNCCc1ccccc1)Nc1ccc(C(=O)N2CCCCC2)cc1,i,-2%,1.9,10,0%,-5,i,-4%
O=C(c1cc(F)ccc1F)C1CCCN(C(=O)c2ccco2)C1 (stereo not drawn),i,-7%,-2.5,6,-2%,4,i,0%
C=CCn1c(NCc2ccc(OC)cc2)nc2ccccc21,i,-2%,1.6,-6,1%,-10,i,3%
Cc1cc(NC(=O)CSCC(=O)Nc2cc(C(F)(F)F)ccc2N2CCOCC2)no1,i,-4%,-0.6,-23,-2%,-9,i,6%

# A portion from further up:
SMILES,pAkt inh,EPAC2 antagonist,CCT modulator,D3 antag,Mm-Cpn inhibitor,D3 ag,PTHR1 ag,EPAC2 ag
CC1CC(C)CN(C(=O)c2ccc(CSc3nc4ccncc4[nH]3)cc2)C1 (stereo not drawn),i,-1%,-1.4,-8,2%,4,-88%[inhibitor],3%
Cc1ccc2c(c1)C1CC(C)(O2)N(c2cccc(C(=O)NCc3ccccn3)c2)C(=O)N1 (stereo not drawn),i,8%,0.5,-24,1%,1,-22%,1%
Cc1ccc(C2=N/C(=C\N3CCCCC3)C(=O)O2)cc1,i,-1%,-0.3,17,1%,13,-29%[57.5 µM],6%
CCOC(=O)CN1C(=O)C(CC)Oc2ccc(Cl)cc21 (stereo not drawn),i,-1%,-2.8,-20,-4%,-11,i,12%
Cc1nn(Cc2ccc(C(=O)N3N=C(C(F)F)CC3(O)C(F)F)cc2)c(C)c1[N+](=O)[O-] (stereo not drawn),i,-4%,-0.6,-16,1%,-9,-19%,1%
CC(C)OC(=O)CC12CN3CN(C1)CC(CC(=O)OC(C)C)(C3)C2=O,i,0%,0.7,-5,-11%,2,-6%,2%
CC(C)(C)C(=O)NCCc1nc(-c2ccccc2)no1,i,17%,-0.2,1,.,-16,-12%,9%
CCOc1ccccc1/C=C/C(=O)NCC(=O)N1CCC(N(C)C2CCCCC2C)CC1 (stereo not drawn),i,1%,-0.4,-30,-1%,-19,i,5%
COc1ccc(S(=O)(=O)NCCc2ccccc2)cc1,i,-12%,-0.9,2,0%,-5,22%,9%
O=C(Nc1ccc([N+](=O)[O-])cc1)Nc1ccc(OC(F)F)c(Cl)c1,i,1%,-1.1,3,-2%,-2,-41%[inhibitor],-5%

# Later entries.
SMILES,pAkt inh,EPAC2 antagonist,CCT modulator,D3 antag,Mm-Cpn inhibitor,D3 ag,PTHR1 ag,EPAC2 ag
CC1CCCC(C)N1C(=O)COc1ccc([N+](=O)[O-])cc1Cl (stereo not drawn),i,-13%,-4.0,-19,-2%,-10,-55%[inhibitor],10%
CN(C)c1oc(-c2cccs2)nc1C#N,i,16%,-1.3,11,-25%,0,i,-2%
Cc1cc(C)cc(NC(=O)CN(C)CC(=O)N(CC(C)C)c2c(N)n(CC(C)C)c(=O)[nH]c2=O)c1,i,-1%,-1.1,12,-13%,2,-25%,5%
CCn1c(=N)n(CC(=O)c2ccc(Cl)c(Cl)c2)c2ccccc21,i,1%,0.0,25,0%,1,i,6%
C/C(=N\NC(=O)c1ccco1)c1cccc2ccccc12,i,0%,-0.4,2,4%,-6,i,7%
COc1cc2c(cc1OC)C(c1cccc(Cl)c1Cl)CC(=O)N2 (stereo not drawn),i,-13%,1.0,-6,1%,-2,-35%[inhibitor],5%
Cc1ccccc1NC(=O)Cc1cccs1,i,-10%,-1.0,5,1%,0,-38%[inhibitor],-8%
CCOCCCN(C)C1CCN(C(=O)c2oc3ccccc3c2NC(=O)Cc2ccc(F)cc2)CC1,i,-6%,1.4,-71*,-3%,-18,i,-1%
CC(C)c1ccccc1NC(=S)N1CCN(Cc2ccc3c(c2)OCO3)CC1,i,-3%,2.9,-21,2%,-15,-9%,10%
COc1cccc(-c2nc(-c3ccc(NC(=O)c4cccs4)cc3)no2)c1,i,5%,-1.6,71,-20%,20,0%[57.5 µM],-4%
O=C(Cc1ccc([N+](=O)[O-])cc1)N/N=C/c1ccccc1F,i,9%,-0.5,25,-1%,-2,-23%,-2%
CCOC(=O)c1nc(NNC(=O)c2ccc([N+](=O)[O-])cc2)sc1C,i,-9%,-1.9,-15,-2%,5,-27%,-3%
Cc1ccc(-c2ccc(CCC(=O)O)n2-c2cccc(O)c2)cc1,i,-3%,-1.0,12,0%,-19&6,0%[57.5 µM],4%
Cc1cc2oc(C(=O)NCC(c3ccco3)N3CCCC3)c(C)c2cc1C (stereo not drawn),i,-15%,1.1,10,.,2,0%,-4%
OCCn1c(SCCOc2ccccc2F)nc2ccccc21,i,-3%,0.8,24,1%,1,-43%[inhibitor],-3%
CCOC(=O)[C@H]1[C@H]2COc3ccccc3[C@@H]2N2C(=O)c3ccc(C)cc3NC(=O)[C@@]12C,i,8%,0.7,-19,-3%,-25,-18%,8%
COc1cccc(NC(=O)CN(C)C(=O)c2cccnc2Sc2ccc(C)c(C)c2)c1,i,-8%,-2.8,5,0%,4,-37%[inhibitor],-2%
NC(=S)N=Nc1c(O)n(C2OC(=O)c3ccccc32)c2ccccc12 (stereo not drawn),i,26%,-2.3,2,0%,-6,-29%,-4%
Cc1occc1C(=O)N=Nc1c(O)n(C)c2ccccc12,i,14%,1.1,-10,-1%,2,i,-7%
NNC(=O)c1[nH]c2ccc([N+](=O)[O-])cc2c1-c1ccccc1,i,-24%,-2.6,-14,-2%,-7,?,0%
CC(=O)N1CCN(C(C)=O)c2ccccc21,i,-2%,-2.7,-1,.,-14,i,2%
C/C(=N\Nc1nc2ccccc2[nH]1)c1ccc(N2CCOCC2)cc1,i,-2%,-0.2,4,-6%,5,-10%,7%
Cc1cccc(C2c3[nH]c4ccccc4c3CCN2C(=O)c2ccc(=O)[nH]c2)n1 (stereo not drawn),i,0%,-0.5,10,-1%,-1,i,1%
c1ccc(CN(Cc2cccs2)C(c2cccs2)c2nnnn2C2CCCC2)cc1 (stereo not drawn),i,5%,0.1,-7,-2%,0,-11%,-5%
